High-throughput results deposited in PubChem by National Center for Advancing Translational Sciences (NCATS).
TGFb inhibitor: inhibitors of TGF-b signaling. 1.2% of 410,000 active. AID 588855. HepG2 CAGA-GFP TGF-b/SMAD3 reporter, GFP fluorescence, 18 h; TGF-beta stimulated, 500 pg/mL final. Potency, µM (series often up to 46.1 µM), for inactives: at the highest dose activity, negative = inhibition, usual class: inhibitors; further: potency means the concentration at half of the fitted maximal effect; on the % scale 0 is the no-effect control and ±100 the full control effect; nearly all actives have a fitted effect of over 65% in size
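TGF-beta reporter screen: HEPG2 CAGA-GFP, 1% FBS, 500 pg/mL TGF-beta final, 18 h; per-cell GFP summed per well; curves fitted and categorized by class.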
Mm-Cpn inhibitor: M. maripaludis TRiC chaperonin inhibition; purified Mm-Cpn ATPase, ADP Transcreener TR-FRET; Potency, µM (top dose mostly 76.9 µM), for inactives: at the highest dose activity, negative = inhibition, most hits filed as inhibitors; 0.031% of 330,000 active; AID 504842; further: potency means the concentration at half of the fitted maximal effect; on the % scale 0 is the no-effect control and ±100 the full control effect; nearly all actives have a fitted effect of over 80% in size
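Measured: ADP formation by purified Mm-CPN. Conditions: 25 nM protein, 10 uM ATP, Tris pH 7.4 with Mg2+, K+ and DTT, 37°C for 30 min. Detection: Transcreener HTRF after 30 min at room temperature.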
ATXN viability: cell viability loss in ATXN counter-screen. S2 cells (HEK-293 line with an ATXN2-luciferase reporter) viability, CellTiter-Fluor protease fluorescence, 24 h. Potency, µM (titrated, usually from 56.7 µM), hits mostly cytotoxic. 0.49% of 400,000 active. AID 651635; further: potency means the concentration at half of the fitted maximal effect; nearly all actives have a fitted effect of over 40% in size
A549 viability: kills or reduces viability of A549 cells in Nrf2 counter-screen | 0.16% of 390,000 active | AID 504648 | A549 ARE-Fluc cells, CellTiter-Fluor viability, 18-24 h | Potency, µM (titrated, usually from 46 µM), inactives show at the top dose activity change, negative = cytotoxicity, usual class: inhibitors; further: potency means the concentration at half of the fitted maximal effect; on the % scale 0 is the no-effect control and ±100 the full control effect
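Cytotoxicity counterscreen: CellTiter-Fluor fluorescence was measured in A549 ARE_Fluc cells after 18-24 h of compound exposure in a concentration series. The subsequent BugLite luminescent read reports ARE-luciferase activity.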
HepG2 tox: HepG2 cytotoxicity, counter-screen for TGF-b inhibitors. HepG2 CAGA-GFP viability, ATP luminescence, 18 h. Potency, µM (series often up to 46.1 µM), for the others: at the top dose activity change, negative = cytotoxicity, hits mostly cytotoxic. 0.76% of 410,000 active. AID 588856; further: potency means the concentration at half of the fitted maximal effect; some results filed as inactive show a strong effect at the top dose
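HepG2 CAGA-GFP cells (1000/well, DMEM with 1% FBS) received compound, then TGF-beta at 500 pg/mL final, and were incubated 18 hours at 37 degrees C. Viability was read by CellTiter-Glo luminescence. Media-only wells were set as complete cell-killing and DMSO as no toxicity.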
CCT chaperon mod: modulators of cytosolic chaperonin (CCT/TRiC) activity | activity change, % (no concentration beside the values), hits read low | 0.3% of 360,000 active | purified chaperonin ATPase assay, HTRF ADP detection, 30 min; in the data active means activity change below about -30%; further: on the % scale 0 is the no-effect control and ±100 the full control effect
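TRiC (40 or 20 nM final, by batch activity) in 30 mM Tris pH 7.4, 100 mM KCl, 5 mM MgCl2, 1 mM DTT was treated with compound at 76 uM single dose, then 10 uM ATP, 30 min at 37 °C. ADP was read by HTRF Transcreener.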
Nrf2 activator: activators of Nrf2 (ARE) signaling; AREc32 ARE-luciferase reporter (MCF7-derived line), luminescence, 24 h; Potency, µM (doses to about 46.1 µM), for the others: at the highest dose activation, most hits filed as activators; 0.31% of 410,000 active; AID 624171; further: potency means the concentration at half of the fitted maximal effect; % of control where 0% means no effect; nearly all actives have a fitted effect of over 65% in size
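Nrf2 activation is followed as ARE-luciferase induction in the AREc32 line after one day of compound treatment; luminescence is read with Steady-Glo.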
Akt phos inh: Akt phosphorylation inhibition. Neuro2A IGF-stimulated pAkt S473 HTRF, 20 min; active compounds read low. 0.32% of 360,000 active. AID 651550. activity change, % for hits at 50 µM; in the data active means activity change below about -80%; inconclusive means mostly about -51% to -80%; further: on the % scale 0 is the no-effect control and ±100 the full control effect
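Neuro2A cells in DMEM with 0.5% FBS, overnight at 37 deg C, given compound at single 50 µM final, then IGF (6 nM final) for 20 min at 37 deg C. Lysed; phospho-Akt Ser473 by HTRF after 24 h, 665/615 ratio.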
Nrf2 inh: Nrf2 pathway inhibition | A549 ARE-Fluc reporter, luciferase luminescence, 18-24 h | 2.1% of 360,000 active | Potency, µM (highest dose often 46 µM), for the others: at the highest dose activity change, negative = inhibition, most hits filed as inhibitors; further: potency means the concentration at half of the fitted maximal effect; on the % scale 0 is the no-effect control and ±100 the full control effect; nearly all actives have a fitted effect of over 60% in size
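Reporter: ARE-Fluc in A549. Exposure: 18-24 h, 37 °C, 5% CO2, 5% FBS OPTI-MEM. Readouts: fluorescent cytotoxicity (CellTiter-Fluor), then luminescent Nrf2 signal after BugLite.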
Numbers without * were called inactive; & = joins results of further samples; [ ] = remark or other dose. Unless noted, the call rests on the fitted dose curve; in most records, active means well fitted curve in the direction sought with a large enough effect; inconclusive means small, poorly fitted or top-dose-only effect, or another doubt; inactive means no such curve, though single readings can be large; an effect the other way counts as inactive or inconclusive. Rows were taken by chance. Share with any hit: about 4.4%.

How did COc1ccccc1OC(C)C(=O)Nc1ccc(-c2nc3ccccc3s2)cc1 (centres undefined) do in these assays?
TGFb inhibitor: -11%; ATXN viability: inactive; A549 viability: 1%; HepG2 tox: 3%; Nrf2 activator: 3.1%; Nrf2 inh: inconclusive

Results for Cc1ccc(S(=O)(=O)NCC(=O)N2CCCCC2)cc1 ?
TGFb inhibitor: -3%; Mm-Cpn inhibitor: 3%; ATXN viability: inactive; A549 viability: -1%; HepG2 tox: -3%; CCT chaperon mod: -1.0; Nrf2 activator: -0.7%; Akt phos inh: inactive; Nrf2 inh: 1%

How did Cc1nc(-c2ccccc2)sc1C1(C)CC(c2cccc(F)c2)=NO1 (centres undefined) do in these assays?
TGFb inhibitor: inconclusive; ATXN viability: inactive; A549 viability: 2%; HepG2 tox: -2%; CCT chaperon mod: -3.0; Nrf2 activator: 0.7%; Akt phos inh: inactive; Nrf2 inh: 6%

How did COc1ccc(CC(=O)Nc2ccc(S(=O)(=O)N3CCCCC3)cc2)cc1OC do in these assays?
TGFb inhibitor: -19%; Mm-Cpn inhibitor: -16%; ATXN viability: inactive; A549 viability: 4%; HepG2 tox: -53%; CCT chaperon mod: 0.5; Nrf2 activator: -1.1%; Akt phos inh: inactive; Nrf2 inh: inconclusive

What do the screens show for `Cc1[nH]n(-c2ccccc2)c(=O)c1C(c1cccc([N+](=O)[O-])c1)c1c(C)[nH]n(-c2ccccc2)c1=O`?
TGFb inhibitor: -21%; Mm-Cpn inhibitor: -2%; ATXN viability: inconclusive; A549 viability: inconclusive; HepG2 tox: -7%; CCT chaperon mod: -4.0; Nrf2 activator: 3.3%; Akt phos inh: inactive; Nrf2 inh: inconclusive

How did COc1ccccc1C(CNC(=O)c1ccc(NS(=O)(=O)c2ccc(F)c(C)c2)cc1)N(C)C (centres undefined) do in these assays?
TGFb inhibitor: inconclusive; Mm-Cpn inhibitor: 8%; ATXN viability: inactive; A549 viability: 6%; HepG2 tox: -14%; CCT chaperon mod: 2.6; Nrf2 activator: 3.7%; Akt phos inh: inactive; Nrf2 inh: -1%

How did NNC(=O)Cc1csc(-c2ccccc2)n1 do in these assays?
TGFb inhibitor: 3%; Mm-Cpn inhibitor: 1%; ATXN viability: inactive; A549 viability: 0%; HepG2 tox: 3%; CCT chaperon mod: -1.3; Nrf2 activator: 3.2%; Akt phos inh: inactive; Nrf2 inh: 0%

How did O=C(O)CNC(=O)CC12CC3CC(CC(C3)C1)C2 do in these assays?
TGFb inhibitor: 39%[activator]; Mm-Cpn inhibitor: 2%; ATXN viability: inactive; A549 viability: 2%; HepG2 tox: 16%; CCT chaperon mod: -0.7; Nrf2 activator: -0.4%; Akt phos inh: inactive

Results for CC(=O)c1c(OC(=O)c2ccco2)c2ccccc2n1C ?
TGFb inhibitor: 14%; Mm-Cpn inhibitor: -5%; ATXN viability: inconclusive; A549 viability: -5%; HepG2 tox: 9%; CCT chaperon mod: -2.2; Nrf2 activator: 26%; Akt phos inh: inactive; Nrf2 inh: 16%

How did Cc1ccc(NC(=O)CN2C(=O)c3ccccc3Sc3ccc(C(=O)N4CCOCC4)cc32)cc1C do in these assays?
TGFb inhibitor: inconclusive; A549 viability: -4%; HepG2 tox: -29%; Nrf2 activator: 6.5%

Results for Cc1cccc(C)c1OCC(=O)NCc1nnc(SCC(=O)NC2CCCCC2)n1C ?
TGFb inhibitor: 24%; Mm-Cpn inhibitor: 1%; ATXN viability: inactive; A549 viability: 1%; HepG2 tox: 10%; CCT chaperon mod: 2.2; Nrf2 activator: -0.7%; Akt phos inh: inactive; Nrf2 inh: 8%

How did COc1ccc(CCCCCCOCc2ccccc2)cc1 do in these assays?
TGFb inhibitor: 2%; Mm-Cpn inhibitor: -1%; ATXN viability: inactive; A549 viability: 11%; HepG2 tox: -14%; CCT chaperon mod: -0.8; Nrf2 activator: -0.9%; Akt phos inh: inactive; Nrf2 inh: 8%

Random excerpt: 2 entries already listed
How did O=C(O)CNC(=O)CC12CC3CC(CC(C3)C1)C2 do in these assays?
TGFb inhibitor: 39%[activator]; Mm-Cpn inhibitor: 2%; ATXN viability: inactive; A549 viability: 2%; HepG2 tox: 16%; CCT chaperon mod: -0.7; Nrf2 activator: -0.4%; Akt phos inh: inactive

How did COc1ccccc1OC(C)C(=O)Nc1ccc(-c2nc3ccccc3s2)cc1 (centres undefined) do in these assays?
TGFb inhibitor: -11%; ATXN viability: inactive; A549 viability: 1%; HepG2 tox: 3%; Nrf2 activator: 3.1%; Nrf2 inh: inconclusive

Other records.
What do the screens show for `CCc1ccc(C(=O)CN(C#N)c2nc(C)cc(C)n2)cc1`?
TGFb inhibitor: inconclusive; Mm-Cpn inhibitor: -1%; ATXN viability: inconclusive; A549 viability: -11%; HepG2 tox: 11µM*; CCT chaperon mod: -0.1; Nrf2 activator: 0.3%; Akt phos inh: inactive; Nrf2 inh: inconclusive

Results for Cc1ccn2c(NCc3ccc4c(c3)OCO4)c(-c3ccc(O)cc3)nc2c1 ?
TGFb inhibitor: 3%; Mm-Cpn inhibitor: -2%; ATXN viability: inactive; A549 viability: -10%; HepG2 tox: -5%; CCT chaperon mod: -3.0; Nrf2 activator: -0.1%; Akt phos inh: inactive; Nrf2 inh: 8%

Results for CC1CC(C)CN(C(=O)COC(=O)c2ccc([N+](=O)[O-])o2)C1 (centres undefined) ?
TGFb inhibitor: -20%; Mm-Cpn inhibitor: -1%; ATXN viability: inconclusive; A549 viability: 0%; HepG2 tox: -18%; CCT chaperon mod: 1.8; Nrf2 activator: inconclusive; Akt phos inh: inactive; Nrf2 inh: -7%

What do the screens show for `COc1ccc(S(=O)(=O)N2CCCC2CNC(=O)C(=O)Nc2ccc(C)cc2)cc1` (centres undefined)?
TGFb inhibitor: 1%; Mm-Cpn inhibitor: 2%; ATXN viability: inactive; A549 viability: 6%; HepG2 tox: -8%; CCT chaperon mod: -2.0; Nrf2 activator: 2.7%; Akt phos inh: inactive; Nrf2 inh: inconclusive

Results for Cc1ccc(S(=O)(=O)n2nccc2-c2c(-c3ccc(Cl)cc3)noc2C)cc1 ?
TGFb inhibitor: inconclusive; Mm-Cpn inhibitor: 0%; ATXN viability: inactive; A549 viability: 12%; HepG2 tox: -72%; CCT chaperon mod: -1.5; Nrf2 activator: 0.0%; Akt phos inh: inactive; Nrf2 inh: inconclusive

Results for O=C(Nc1ccccc1)c1ccccc1CSc1ccccc1 ?
TGFb inhibitor: 5%; Mm-Cpn inhibitor: -2%; ATXN viability: inactive; A549 viability: 1%; HepG2 tox: -5%; CCT chaperon mod: -1.6; Nrf2 activator: 4.4%; Akt phos inh: inactive; Nrf2 inh: 35%

Results for O=C(NCc1cccnc1)/C(=C\c1ccc(-c2ccc(Cl)c(Cl)c2)o1)S(=O)(=O)c1ccccc1 ?
TGFb inhibitor: 4.5µM*; Mm-Cpn inhibitor: -4%; A549 viability: inconclusive; HepG2 tox: -103%; CCT chaperon mod: -4.3; Nrf2 activator: inconclusive; Akt phos inh: inactive; Nrf2 inh: 18µM*

How did O=c1c2ccccc2[nH]c(=S)n1Cc1cccs1 do in these assays?
TGFb inhibitor: 1%; Mm-Cpn inhibitor: -9%; ATXN viability: inactive; A549 viability: 2%; HepG2 tox: 0%; CCT chaperon mod: -2.0; Nrf2 activator: -0.1%; Akt phos inh: inactive; Nrf2 inh: 2%

What do the screens show for `COc1ccc(S(=O)(=O)N2CCN(C)CC2)cc1NC(=O)c1ccccc1F`?
TGFb inhibitor: 10%; Mm-Cpn inhibitor: -2%; ATXN viability: inactive; A549 viability: -2%; HepG2 tox: 4%; CCT chaperon mod: -1.2; Nrf2 activator: 0.4%; Akt phos inh: inactive; Nrf2 inh: 2%

How did CC(=O)c1ccc(N2CCN(C(=O)C3CCN(S(=O)(=O)c4cn(C)cn4)CC3)CC2)cc1 do in these assays?
TGFb inhibitor: 0%; A549 viability: 7%; HepG2 tox: -1%; Nrf2 activator: 2.5%

Results for COc1ccc(CNCc2ccc([N+](=O)[O-])cc2)cc1OC ?
TGFb inhibitor: 2%; Mm-Cpn inhibitor: 0%; ATXN viability: inconclusive; A549 viability: inconclusive; HepG2 tox: 2%; CCT chaperon mod: -1.9; Nrf2 activator: 0.0%; Akt phos inh: inactive; Nrf2 inh: inconclusive

How did C=CCN(C(C(=O)OC)C(C)C)S(=O)(=O)CCNCc1ccccc1 (centres undefined) do in these assays?
TGFb inhibitor: -12%&-2%; ATXN viability: inactive; A549 viability: 0%; HepG2 tox: -16%&-17%; CCT chaperon mod: -4.4; Nrf2 activator: -0.6%; Akt phos inh: inactive; Nrf2 inh: 0%

Results for O=C(O)c1ccc2c(=O)n3c(nc2c1)/C(=C/c1cccc(O)c1)CC3 ?
TGFb inhibitor: -6%; Mm-Cpn inhibitor: -2%; ATXN viability: inactive; A549 viability: 0%; HepG2 tox: 10%; CCT chaperon mod: -3.6; Nrf2 activator: -0.7%; Akt phos inh: inactive; Nrf2 inh: 6%

How did CCOc1ccc(-c2cc(C(=O)Nc3ccc(C)c(NS(C)(=O)=O)c3)[nH]n2)c(C)c1 do in these assays?
TGFb inhibitor: -20%; ATXN viability: inconclusive; HepG2 tox: -29%; CCT chaperon mod: -1.1; Nrf2 activator: -0.3%; Akt phos inh: inactive

Results for CCCS(=O)(=O)N1CCN(C(=O)c2cccs2)CC1 ?
TGFb inhibitor: -19%; Mm-Cpn inhibitor: 0%; ATXN viability: inactive; A549 viability: 0%; HepG2 tox: -4%; CCT chaperon mod: -1.2; Nrf2 activator: -0.2%; Akt phos inh: inactive; Nrf2 inh: 4%

Results for O=C(c1ccc(F)cc1)N1CCN(C2CCCCC2)CC1 ?
TGFb inhibitor: 3%; Mm-Cpn inhibitor: -2%; ATXN viability: inactive; A549 viability: 11%; HepG2 tox: 11%; CCT chaperon mod: -1.8; Nrf2 activator: -0.4%; Akt phos inh: inactive; Nrf2 inh: 14%
